Pin1 inhibitor = blocks the human prolyl isomerase Pin1. Potency, µM (series often up to 115 µM), for inactives: top-dose activity, negative = inhibition, most hits filed as inhibitors. Pin1 FP peptide displacement, HiFluor488, 10 min. actives 0.009% (n = 390,000). Q13526. AID 504891; active means well fitted inhibition curve with a large enough effect in the polarisation, with a control signal flat, not every such curve was filed as active; inconclusive means small, poorly fitted or top-dose-only effect, or effect the other way, or a change in a side signal; inactive means no such curve, though single readings can be large or run the other way; the % refers to the polarisation; further: potency means the concentration at half of the fitted maximal effect; on the % scale 0 is the no-effect control and ±100 the full control effect
HP1b binding inh = inhibitors of HP1-beta chromodomain binding to methylated histone tails; AlphaScreen HP1-beta / biotin-H3K9me3 peptide binding; P83916; actives 0.56% (n = 390,000); Potency, µM (highest dose often 114 µM), inactives show at the top dose activity change, negative = inhibition, actives largely listed as inhibitors; further: potency means the concentration at half of the fitted maximal effect; nearly all actives have a fitted effect of over 70% in size; inactives centre near 23
Target sequence (P83916 whole entry, looked up): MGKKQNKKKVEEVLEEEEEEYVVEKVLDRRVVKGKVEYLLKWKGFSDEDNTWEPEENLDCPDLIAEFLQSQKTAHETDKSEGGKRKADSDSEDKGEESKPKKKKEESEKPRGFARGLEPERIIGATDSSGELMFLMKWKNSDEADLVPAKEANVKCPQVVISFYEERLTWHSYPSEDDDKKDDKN
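AlphaScreen: HP1-beta (50 nM) preformed 30 min with biotin-H3(1-18)K9me3 peptide (50 nM) in PBS pH 7.4, 0.01% Tween-20. Compound added for 30 min at RT, then streptavidin donor/nickel chelate acceptor beads (10 ug/mL) for 30 min.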
GLS inh = blocks human kidney-isoform glutaminase activity. GLS enzymatic activity, qHTS titration. Potency, µM (doses to about 45.5 µM), for the others: at the top dose activity change, negative = inhibition, most hits filed as inhibitors. actives 0.21% (n = 410,000); further: potency means the concentration at half of the fitted maximal effect; on the % scale 0 is the no-effect control and ±100 the full control effect
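hKGA in 45 mM KH2PO4 pH 8.2, 0.02% Tween-20 with pin-transferred compounds; 1 mM L-glutamine (stock) plus glutamate oxidase/HRP/Amplex Red coupling added. Fluorescence read initially and after 30 min at RT.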
IDH1 R132H inh = human IDH1 R132H inhibition | IDH1-R132H enzyme, NADPH consumption, diaphorase/resazurin fluorescence | Potency, µM (titrated, usually from 76.6 µM), inactives show top-dose activity change, negative = inhibition, hits mostly inhibitors | O75874 | actives 0.093% (n = 390,000); further: potency means the concentration at half of the fitted maximal effect; on the % scale 0 is the no-effect control and ±100 the full control effect; nearly all actives have a fitted effect of over 65% in size
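IDH1-R132H (0.5 ug/mL) preincubated 30 min with compound, then NADPH (0.016 mM) and alpha-KG (2 mM) added; 80 min at RT, pH 7.5. Remaining NADPH coupled via diaphorase/resazurin to fluorescence (540/590 nm); concentration-response curves normalized to no-enzyme control.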
TrxR1 inh = rat TrxR1 inhibition; O89049; recombinant rTrxR1, NADPH fluorescence consumption, selenite substrate; Potency, µM (series often up to 114 µM), inactives show at the top dose activity change, negative = inhibition, hits mostly inhibitors; actives 1% (n = 390,000); AID 588453; further: potency means the concentration at half of the fitted maximal effect; on the % scale 0 is the no-effect control and ±100 the full control effect; nearly all actives have a fitted effect of over 65% in size
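Rat TrxR1 (90 nM in the dispensed reagent) was pre-reduced with 400 uM NADPH for 5 min at room temperature, then incubated with compound for 15 min. After 400 uM selenite was added, NADPH fluorescence (Ex 340/Em 450 nm) was followed for 8 min.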
Tb PGK inh = blocks T. brucei phosphoglycerate kinase; P07378; PGK/GAPDH coupled, Kinase-Glo luminescence, 60 min; actives 0.043% (n = 380,000); Potency, µM (series often up to 57.5 µM), for the others: at the top dose activity change, negative = inhibition, actives largely listed as inhibitors; AID 602233; further: potency means the concentration at half of the fitted maximal effect; on the % scale 0 is the no-effect control and ±100 the full control effect; nearly all actives have a fitted effect of over 60% in size
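Luminescent ATP detection (Kinase-Glo Plus) follows a 60-minute room-temperature incubation, with wells lacking PGK as controls. Buffer: 100 mM TEA (pH 7.6), 5 mM MgCl2, 0.01% Tween-20. Coupling enzyme GAPDH (100 nM final) supplies unstable 1,3-BPG in-well.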
TrxR1 substrate = rat thioredoxin reductase 1 substrate activity. O89049. purified TrxR1 substrate turnover, NADPH consumption readout. Potency, µM (highest dose often 114 µM), inactives show top-dose activity change, negative = substrate turnover. actives 0.01% (n = 390,000). AID 588456; further: potency means the concentration at half of the fitted maximal effect; on the % scale 0 is the no-effect control and ±100 the full control effect; nearly all actives have a fitted effect of over 50% in size
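Rat TrxR1, dispensed at 90 nM, was prereduced with 400 uM NADPH (final) for 5 min at ~22 deg C, then incubated with compound 15 min before 400 uM selenite. A first-read NADPH fluorescence drop versus no-compound background flagged substrates.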
PI4K2A block = inhibitors of human PI4K2A; Q9BTU6; purified PI4K2A, ADP-Glo luminescence, 1 h; stronger effect = lower value; activity change, negative = inhibition, % at 76.9 µM; actives 0.13% (n = 420,000); AID 1346378; in the data active means activity change below about -50%; inconclusive means mostly about -30% to -49%;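 further: -100% = wells without enzyme as full effect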
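ADP-Glo luminescence measured ADP generated by PI4K2A enzyme (4 ug/mL before mixing) with 1.2 mM PI substrate (pre-mix) and 300 microM ATP (pre-mix). Tris pH7.5 buffer with MgCl2, Triton X-100; 1 h reaction at ambient temperature.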
USP1-UAF1 inh = blocks the human USP1/UAF1 deubiquitinase complex; actives 0.23% (n = 390,000); O94782; AID 743255; recombinant USP1/UAF1, Ub-Rhodamine cleavage fluorescence; Potency, µM (titrated, usually from 57.1 µM), without a hit: at the top dose activity change, negative = inhibition, usual class: inhibitors; further: potency means the concentration at half of the fitted maximal effect; on the % scale 0 is the no-effect control and ±100 the full control effect; nearly all actives have a fitted effect of over 60% in size; inactives centre near -12
Target sequence (O94782 whole entry, looked up): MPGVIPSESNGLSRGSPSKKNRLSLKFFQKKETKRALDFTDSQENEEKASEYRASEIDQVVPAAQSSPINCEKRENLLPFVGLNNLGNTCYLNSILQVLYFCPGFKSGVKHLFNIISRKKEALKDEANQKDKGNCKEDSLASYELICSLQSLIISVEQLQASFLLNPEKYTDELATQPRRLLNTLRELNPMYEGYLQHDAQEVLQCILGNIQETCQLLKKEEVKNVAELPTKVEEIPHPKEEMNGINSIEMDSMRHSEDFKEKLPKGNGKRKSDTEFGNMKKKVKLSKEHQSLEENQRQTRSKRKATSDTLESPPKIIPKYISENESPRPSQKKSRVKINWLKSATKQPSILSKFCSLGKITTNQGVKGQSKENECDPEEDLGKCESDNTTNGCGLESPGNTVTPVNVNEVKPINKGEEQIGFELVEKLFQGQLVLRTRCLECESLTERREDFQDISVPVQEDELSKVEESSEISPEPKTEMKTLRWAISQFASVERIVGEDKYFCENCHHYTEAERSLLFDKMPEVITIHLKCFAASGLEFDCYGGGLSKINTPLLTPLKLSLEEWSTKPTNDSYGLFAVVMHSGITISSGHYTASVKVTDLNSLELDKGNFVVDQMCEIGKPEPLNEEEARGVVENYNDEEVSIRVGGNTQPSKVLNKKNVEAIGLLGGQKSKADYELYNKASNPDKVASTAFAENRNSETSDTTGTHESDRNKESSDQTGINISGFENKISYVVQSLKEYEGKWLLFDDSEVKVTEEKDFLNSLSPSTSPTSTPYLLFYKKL
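USP1/UAF1 complex at 1 nM was preincubated with compound for 15 min at room temperature, then Ub-Rho substrate (150nM final) was added. Fluorescence (480/540 nm) was read kinetically, 6 reads every 60 seconds.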
Active calls of the source: *; i = inactive; ? = inconclusive; nt = not tested or not shown; & = joins results of further samples; [ ] = another dose, or the depositor's remark. Unless noted, the call rests on the fitted dose curve; in most records, active means well fitted curve in the direction sought with a large enough effect; inconclusive means small, poorly fitted or top-dose-only effect, or another doubt; inactive means no such curve, though single readings can be large; an effect the other way counts as inactive or inconclusive.

SMILES	Pin1 inhibitor	HP1b binding inh	GLS inh	IDH1 R132H inh	TrxR1 inh	Tb PGK inh	TrxR1 substrate	PI4K2A block	USP1-UAF1 inh
Cc1ccc(S(=O)(=O)N2CCN(C(=O)COC(=O)Cc3cccc(C(F)(F)F)c3)CC2)c(C)c1	5%	36%	-1%	5%	-11%	-5%	-17%	1	-21%
Nc1cc(=O)[nH]c(SCC(=O)N2CCC(Cc3ccccc3)CC2)n1	14%	29%	-3%	15%	11%	-4%	2%	4	-14%
COc1ccc(C(=O)N=C2CCC(C#N)=C3c4cc(OC)c(OC)cc4CCN23)cc1	-1%	-5%	13%	7%	-12%	0%	-11%	6	-10%
COCCN(C(=S)Nc1ccccc1C)C(C)c1cccnc1 (configuration not stated)	-6%	31%	7%	-1%	-15%	i	-8%	2	-7%
OCC(Cc1ccc2c(c1)OCO2)C(CO)Cc1ccc2c(c1)OCO2 (configuration not stated)	-6%	18%	1%	2%	8%[57.1 µM]	-3%	3%[57.1 µM]	-3	-15%
COc1ccc(C(=O)Nc2nc3c(s2)Cc2cc(OC)ccc2-3)cc1	-2%&1%	-4%&-19%	8%&-7%	4%&1%	8%&-17%	-6%&-12%	18%&-12%	?	-17%&-16%
Cc1cc(C(=O)NNC(=O)CCCCC(=O)NNC(=O)c2cc(C)[nH]n2)n[nH]1	4%	26%	5%	-2%	-1%	5%	3%[11.4 µM]	4	-2%
COc1cccc(C=Nc2ccccc2C#N)c1O	-8%	16%	2%	5%	-9%	-9%	-7%	-7	-16%
CC(C)(CNC(=O)c1ccccc1NS(C)(=O)=O)N1CCCCC1	-1%	6%	13%	19%	8%[57.1 µM]	-3%	47%[activator][57.1 µM]	3	-12%
N/C(=N/OC(=O)c1ccccc1Cl)c1ncc([N+](=O)[O-])s1	-5%	-23%	4%	-3%	2%[57.1 µM]	2%	-3%	-4	?
COc1ccccc1N1CCN(c2ccc3c(c2)S(=O)(=O)c2cccc(C(=O)NCc4cccc(F)c4)c2C3=O)CC1	nt	nt	6%	-2%	nt	0%	nt	-8	-10%
Cc1ccccc1-c1cnc2c(c1)C(=O)N([C@@H](C)CO)C[C@@H](C)[C@H](CN(C)Cc1ccccc1F)O2	nt	nt	-4%	7%	nt	4%	nt	-5	-10%
C[C@H](NC(=O)N1CCn2c1nc1ccccc12)C(=O)N1CCCCC1	-4%	19%	?	0%	18%	i	-1%	-1	-25%
Cc1ccc(C#N)c(SCc2nnc(-c3ccc(Cl)cc3)o2)n1	3%	24%	17%	4%	7%	i	3%	-4	3%
O=C(CN1C(=O)NC2(CCCC2)C1=O)N1CCN(S(=O)(=O)c2ccc(Cl)c(C(F)(F)F)c2)CC1	1%	30%	1%	0%	29%	i	8%	3	-22%
CSc1ccccc1NC(=O)CSc1n[nH]c(C)c1[N+](=O)[O-]	3%	51%[activator]	-6%	2%	21%	-9%	-1%	1	-13%
COc1cc(C(=S)N2CCOCC2)cc(OC)c1OS(=O)(=O)c1ccc(Cl)cc1	1%	?	-8%	4%	43%[2.29 µM]	-3%	-4%	-1	7%
COc1ccc(C)cc1NC(=O)CN1CCN(c2ccc(F)cc2)CC1	?	-9%	7%	1%	10%	i	-7%	-20	-14%
CCN(CC)CCCn1c(C)cc2c(c1=O)C(c1cccc(Cl)c1)C(C#N)=C(N)O2 (configuration not stated)	-1%	10%	9%	1%	9%	1%	0%	-2	7%
COc1cc(/C=C/C(=O)OCC(=O)Nc2cc(S(=O)(=O)N(C)C)ccc2Cl)ccc1O	-2%	27%	35%[activator]	-5%	8%	i	9%	4	-12%
O=S(=O)(Nc1cccnc1)c1cccnc1	-12%	30%[57 µM]	-7%	-3%	-3%[2.29 µM]	-5%	-5%[2.29 µM]	-9	9%
COc1cccc(NC(=O)C2C3C=CC4(O3)C2C(=O)N(CCCN2CCCC(C)C2)C4C(=O)NC2CCCCC2C)c1 (configuration not stated)	3%	10%	-3%	6%	19%[57.1 µM]	15%	9%[57.1 µM]	3	-13%
CC(=O)N1CCN(C(=S)Nc2ccc(Oc3ccccc3)cc2)CC1	-8%	8%	21%	3%	8%[57.1 µM]	0%	3%[57.1 µM]	4	-14%
Cc1nnc(N/N=C/c2ccc(-c3ccccc3F)o2)n1N	11%	4%	32%[activator]	26%	8%	-3%	-12%	-14	-20%
O=c1c2cc3c(cc2n(Cc2ccc(F)cc2)c(=O)n1Cc1nc(-c2ccccc2)no1)OCO3	1%	45%	-3%	-3%	13%	11%	2%	-4	17%
CCc1ccc(NC(=O)Nc2cnccn2)cc1	0%	24%	-12%	-11%	21%	-10%	5%	-4	-21%
O=C(NC(=S)NCc1cccnc1)c1ccc([N+](=O)[O-])cc1	-1%	5%	4%	-4%	-35%	6%	-7%	4	-4%
COc1ccc(N(C(=O)c2snc(C(N)=O)c2N)C(C(=O)NC2CCCC2)c2cc(OC)ccc2OC)c(OC)c1 (configuration not stated)	0%	-6%	-3%	2%	14%	-5%	4%	0	-14%
COc1ccc(OC)c(NC(=O)CCn2c(=S)[nH]c3ccccc3c2=O)c1	-5%	37%	-12%	10%	-6%	-3%	-2%	11	-12%
CCOc1ccc(CN(C)CC(=O)Nc2ccc([N+](=O)[O-])cc2Cl)cc1	-2%	-10%	8%	9%	-9%	-9%	-13%	3	-7%
CCC(CC)NC(=O)COC(=O)c1cc(Br)ccc1Cl	2%	49%[activator]	0%	2%	6%	6%	-6%	-5	-23%
COC(=O)CC1C(=O)NCCN1C(=S)Nc1ccccc1 (configuration not stated)	-3%	44%[activator]	-6%	4%	0%[57.1 µM]	4%	11%[57.1 µM]	-1	-15%
COCCCN(C(=O)c1cc(-c2ccco2)nc2ccccc12)c1c(N)n(Cc2ccccc2)c(=O)[nH]c1=O	?	-12%	?	0%	?	-5%	5%	-5	0%
Cc1cccc(OCCN2C(=O)C(=O)c3cccc(C)c32)c1	3%	-6%	21%	7%	9%	-9%	2%	13	-3%
CCOc1ccccc1NC(=O)CC(c1ccc(F)cc1)N1Cc2ccccc2C1=O (configuration not stated)	-2%	5%	-4%	-2%	39%	i	8%	-3	11%
O=C(c1ccc2c(c1)N(Cc1cccc(Cl)c1)C(=O)c1ccccc1S2(=O)=O)N1CCCCC1	42%[activator]	13%	-15%	-11%	31%[57.1 µM]	7%	-4%[57.1 µM]	7	-5%
COc1ccc(NC(=S)NC23CN4CN(CN(C4)C2)C3)c(OC)c1	-18%	-4%	-2%	-2%	-13%[57.1 µM]	5%	-6%	-1	-23%
O=C(c1ccco1)N1CCN(c2ncnc3c2cnn3-c2ccccc2)CC1	7%	20%	7%	1%	-13%	-5%	-5%	-1	0%
CCN1CCN(Cc2ccc(NC(=O)CC3Oc4ccc(C)cc4NC3=O)cc2)CC1 (configuration not stated)	-1%	37%	-6%	13%	15%[57.1 µM]	i	3%	5	-18%
NS(=O)(=O)c1ccc(NCc2cnc3ccccc3c2)cc1	nt	nt	5%	-5%	nt	-3%	nt	-3	-15%
Cn1c(SCC(=O)NC2CC2)nnc1-c1cccs1	-3%	12%	3%	-9%	14%	-4%	5%	3	-15%
C=CCN1C(=O)/C(=C2/Sc3ccc(OC)cc3N2C)SC1=Nc1ccccc1	0%	39%[activator]	-5%	8%	14%[11.4 µM]	-1%	4%[11.4 µM]	-1	-14%
CC(C)OCCCNC(=O)Cn1ncc2c(=O)oc3ccccc3c21	10%	47%	-3%	3%	13%[57.1 µM]	i	3%[57.1 µM]	-14	-11%
CCn1c(=O)cc(SCC(=O)N2CCN(Cc3ccc4c(c3)OCO4)CC2)c2ccccc21	14%	14%	-2%	9%	-6%	1%	-3%	2	-4%
O=C(CNC(=O)c1ccc(Br)o1)NCCc1ccc(F)cc1	6%	18%	2%	-3%	14%	i	0%	1	-16%
CCOC(=O)c1c(C)[nH]c(C)c1S(=O)(=O)N1CCOCC1	-1%	32%	-4%	-2%	9%	-7%	-2%	1	-17%
CCOc1cc(C(=S)N2CCOCC2)ccc1OC(=O)c1ccccc1	0%	-25%	-3%	3%	28%	-12%	2%	-7	-13%
CCN(CC)c1cc(C)c2cc(NC(=O)/C=C/c3ccc(C)cc3)ccc2n1	15%	14%	24%	22%	12%	-2%	-4%	0	-19%
CCCc1nn2c(=O)cc(COC(=O)c3ccccc3NC(=O)COc3ccccc3F)nc2s1	1%	0%	-8%	16%	7%[57.1 µM]	-5%	3%[57.1 µM]	-2	-15%
O=C1[C@@H]2CSC(c3ccc(C(F)(F)F)cc3)N2C(=O)N1c1ccccc1 (some centres not stated)	0%	26%	-1%	-9%	11%	1%	-1%	3	-15%
CCOC(=O)c1ccc(NC(=O)CC2SC3=NCCN3C2=O)cc1 (configuration not stated)	3%	20%	3%	2%	-10%[57.1 µM]	2%	2%[57.1 µM]	-1	-10%
O=C(O)c1cc(/C=C/C(=O)c2cc(F)ccc2O)c2c(c1)COCO2	2%	-6%	?	-5%	45µM*	?	-11%	-17	-16%

High-throughput results as filed in PubChem BioAssay.

Only part of the results is shown. The share of hits here may be higher or lower than overall.
